# PDI inh: inhibitors of human PDI, primary screen, biochemical, turbidity, single point, plate reader | inhibition, % at 10 µM | hit rate 0.052% among 350,000 | Protein disulfide-isomerase (Homo sapiens), P07237 | PDI insulin aggregation turbidity, A650, 90 min;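 active = mean inhibition across replicates of 30% or more, whatever share of single replicates reach that level; inconclusive = mean inhibition below 30% while every single replicate reaches 30%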;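 note: absorbance from insulin aggregation driven by PDI reduction with DTT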
# HTR2A ag: mouse Htr2a agonists via beta-arrestin recruitment, primary screen, cell-based, luminescence; 5-hydroxytryptamine receptor 2A (Mus musculus), P35363; hit rate 0.66% among 360,000; activation, % at 7.6 µM; CHO-K1 mHTR2A beta-arrestin complementation; percent of 30 µM serotonin response;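 active = activation above a run cutoff, the mean activation of all tested compounds plus 3 SD, cut at about 14% in these data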;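 note: 0% = plate median of compound wells and 100% = 30 µM serotonin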
# CaV13 ICDI inh: Disruptors of the CACNA1D IQ motif to Ca2+-dependent inactivation inhibitor domain association, primary screening, Förster resonance energy transfer in intact living … | inhibition, % at 12.3 µM | hit rate 0.098% among 340,000 | HEK cells, CFP/YFP FRET ICDI-IQ, plate reader, 10 min; percent FRET-ratio fall versus neutral wells | AID 743397;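 active = mean replicate inhibition of at least 30% and at least 1% of replicates passing that level; inconclusive = only one of the two criteria is met; inactive = neither criterion is met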;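 note: 0% = median of the neutral control wells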
# Granule exo inh: LAMP-1 surface exposure blockers, TALL-104 cells – cell-based, flow cytometry, MLPCN library, primary screen; TALL-104 LAMP-1 surface exposure; cells stimulated with thapsigargin and PMA; inhibition, % at 10 µM; hit rate 0.66% among 360,000; AID 651702, 2012;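 active = inhibition above about 55%, limit read from the data; inconclusive = no clear call, values can overlap the other calls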
# aDG glyco up: activators of alpha-DG glycosylation, primary screen, uHTS, Pro5-aDG cells, AlphaScreen. alpha-DG glycosylation AlphaScreen (IIH6); 0% Pro5, 100% B10-LARGE cell signal. activation, % at 10 µM. hit rate 0.22% among 360,000. AID 624168, 2012;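 active = activation of at least 8% versus controls, or a plate z-score of at least 8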;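 note: Pro5 are CHO cells carrying HIG-tagged alpha-DG that lacks glycosylation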
# H9c2 protect: cardioprotection against H2O2-induced cell death, primary screen, uHTS, H9c2 cells, ATPLite luminescence. H9c2 cardiomyocytes, H2O2 injury protection, 2 h. protection from H2O2 cell death, % at 20 µM. hit rate 0.63% among 360,000;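 active = compounds giving at least 50% protection of heart cells from peroxide-induced death in the single-dose screen, raw or plate-pattern-corrected value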;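 note: 0% = DMSO wells with peroxide and 100% = DMSO wells without peroxide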
# Vif imaging: HIV Vif self-association inhibitors, primary screen, imaging, HEK293T, single point; AID 602346, 2012; hit rate 0.35% among 340,000; HEK293T cells, Vif self-association by quenched fluorescence, 24 h; inhibition, % at 7.49 µM; in the data active = inhibition above about 50%, passing the limit was not always enough; inconclusive = no clear call, values can overlap the other calls; inactive = below about 31%; note: some results filed as inactive read as strong as hits
# Glyco luc inh: increase of ERlucT glycosylation luciferase signal, primary screen, N-linked glycosylation inhibitor project, D54 ERlucT cells, luminescence, set 2; D54 ERlucT glycosylation luciferase reporter, 24 h; percent of 100 nM tunicamycin response; reporter increase, % at 12.5 µM; hit rate 0.23% among 360,000;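 active = mean luciferase reporter signal, scaled so untreated is 0 and the glycosylation-blocking control 100, at or above a set limit in every replicate; inconclusive = mean reaches the limit but not every replicate does; inactive = mean below the limit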;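 note: luciferase carries N-glycosylation sites so blocking glycosylation raises the light; 0% = median of neutral control wells and 100% = median of 100 nM tunicamycin wells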
# ABCB6 inh MLPCN: ABCB6 transporter inhibitors, primary screen, K562-ABCB6 cells, flow cytometry, MLPCN library; K562-ABCB6 porphyrin accumulation, 1 h; stronger effect = lower value; hit rate 0.19% among 360,000; fluorescence ratio to DMSO, % at 10 µM;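 active = fluorescence ratio to DMSO below 75%, the collection mean minus 3 SD; inconclusive = too few cells collected in the well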;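 note: signal is porphyrin accumulated inside mitochondria; 100% equals median channel fluorescence of DMSO control wells; lower ratio means ABCB6 inhibition with less porphyrin fluorescence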
# Target sequence (Q9NP58 whole entry, looked up): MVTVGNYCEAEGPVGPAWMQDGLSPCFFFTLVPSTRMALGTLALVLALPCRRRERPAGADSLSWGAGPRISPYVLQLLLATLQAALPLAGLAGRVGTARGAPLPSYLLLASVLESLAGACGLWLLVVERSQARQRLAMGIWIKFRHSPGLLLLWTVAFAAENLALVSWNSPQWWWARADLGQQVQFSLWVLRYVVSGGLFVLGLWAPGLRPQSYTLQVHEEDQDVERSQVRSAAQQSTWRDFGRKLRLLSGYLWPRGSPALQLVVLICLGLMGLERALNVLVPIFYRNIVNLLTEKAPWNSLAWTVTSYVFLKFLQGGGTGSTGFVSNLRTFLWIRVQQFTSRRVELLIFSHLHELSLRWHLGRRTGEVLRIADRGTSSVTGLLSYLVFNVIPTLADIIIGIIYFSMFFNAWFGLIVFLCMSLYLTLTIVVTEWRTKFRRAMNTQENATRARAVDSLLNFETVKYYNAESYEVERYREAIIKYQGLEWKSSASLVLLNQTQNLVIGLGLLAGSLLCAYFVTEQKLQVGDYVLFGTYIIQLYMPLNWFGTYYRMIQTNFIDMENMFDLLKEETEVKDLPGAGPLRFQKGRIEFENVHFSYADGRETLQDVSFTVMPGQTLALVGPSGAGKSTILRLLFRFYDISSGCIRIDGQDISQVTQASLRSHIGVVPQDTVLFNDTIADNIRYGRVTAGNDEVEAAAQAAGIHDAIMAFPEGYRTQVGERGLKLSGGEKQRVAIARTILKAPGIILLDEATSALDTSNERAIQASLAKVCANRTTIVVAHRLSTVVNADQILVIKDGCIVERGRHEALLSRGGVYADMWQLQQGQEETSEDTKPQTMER
# iPSC survival up: enhancers of single-cell hiPSC survival, primary screen, ATPlite luminescence; 100% = ROCK inhibitor wells, 0% = DMSO; AID 602274, 2012; hit rate 0.044% among 360,000; survival enhancement, % at 20 µM; in the data active = survival enhancement above about 18%;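 note: cells exposed to compounds for 16 hours before the ATP read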
# Numbers without * were called inactive; ? = inconclusive; / = no result given.
SMILES,PDI inh,HTR2A ag,CaV13 ICDI inh,Granule exo inh,aDG glyco up,H9c2 protect,Vif imaging,Glyco luc inh,ABCB6 inh MLPCN,iPSC survival up
O=C(NCc1ccc(F)cc1)C1CC(=O)N(CCc2ccccc2)C1 (configuration not stated),3.0,-2.9,/,2.2,-0.1,8.3,3.3,0.9,102.0,-3.6
CN(Cc1c(C(=O)N/N=C/c2ccccc2F)nnn1-c1nonc1N)c1ccccc1,9.7,-2.6,-2.8,1.5,0.0,-8.0,8.6,2.4,100.0,0.1
Cc1ccc(C)c(S(=O)(=O)Nc2ccc(C(=O)NCC(c3ccco3)N3CCCCC3)cc2)c1 (configuration not stated),5.5,-7.4,-6.5,-0.1,0.2,-3.0,7.5,-1.6,103.0,-0.2
COc1ccc(C(CNC(=O)c2cccc(NS(=O)(=O)c3ccccc3)c2)N(C)C)cc1 (configuration not stated),7.6,-5.2,-7.2,-3.5,0.1,-2.3,-4.2,-3.8,102.0,-0.4
COC(=O)c1c(NC(=O)C(=O)N2CCOCC2)sc2c1CCC2,9.7,-2.2,-6.4,-4.5,-0.1,5.5,-8.9,1.6,101.0,0.5
COc1ccc(C(=O)C2CCCN(C(=O)c3cc(C(C)C)no3)C2)cc1F (configuration not stated),3.2,-0.3,-18.1,2.5,0.2,-4.0,-18.1,1.0,97.0,1.1
O=C(Cn1cc(C(=O)c2cccs2)c2ccccc21)NCC1CCCO1 (configuration not stated),-8.1,0.1,-4.3,-1.1,-0.3,-0.2,-0.4,1.6,91.0,2.8
COc1ccc(OCCCC(=O)N(C)CC(=O)Nc2ccccc2Cl)cc1,-1.4,-3.8,-1.7,-9.5,0.2,-2.4,-4.6,0.1,95.0,0.3
CCOC(=O)N1CCN(C(=O)CSc2nnc(-c3cc(OC)ccc3OC)o2)CC1,10.7,0.4,-6.9,-1.3,0.1,13.5,5.9,4.9,98.0,3.7
CC(C)(C)c1ccc(C2(C)NC(=O)N(CC(=O)c3ccc[nH]3)C2=O)cc1 (configuration not stated),4.8,6.2,-6.7,2.2,0.0,4.7,-5.1,0.3,101.0,-0.4
O=C(Nc1nnc(-c2ccncc2)o1)c1ccccc1,0.5,-3.2,-5.9,0.4,-0.1,15.0,-0.7,0.3,95.0,-0.4
CN(C)C(=O)CSc1cnc2ccccc2n1,-1.2,8.1,18.1,-0.6,-0.2,3.7,-3.3,-1.3,94.0,0.4
CC(=O)c1cc2c(cc1NS(=O)(=O)c1ccccc1)OCO2,3.3,2.0,-5.5,-4.5,-0.2,3.9,-2.3,-0.3,87.0,0.8
NCCCNC(=S)NCCCN(Cc1ccc(Cl)cc1)c1ccc(Br)cn1,22.2,-11.1,-9.4,30.9,0.1,10.9,-10.7,-4.1,95.0,-2.5
COCCN(C(=S)Nc1c(C)cccc1C)C(C)c1cccs1 (configuration not stated),-5.4,-8.1,-6.1,-2.1,0.4,-9.5,-0.9,2.8,94.0,-0.7
C=C(C)c1nc(N)nc(N)n1,4.6,0.5,/,4.6,0.6,7.2,-1.8,-3.6,97.0,-6.5
COc1ccc(Cn2c(SCC#N)nc3ccc(N4CCOCC4)cc3c2=O)cc1,-3.6,-5.2,-3.9,-3.5,0.1,-7.2,-2.2,-4.8,95.0,-0.8
Cc1ccc2nc(N(CCCN(C)C)C(=O)c3ccco3)sc2c1,-0.2,-6.3,-2.7,6.4,0.0,15.2,0.5,-2.8,95.0,-0.2
NC(=O)c1ccc(NC(=O)COC(=O)CCCOc2ccccc2)cc1,-3.0,-7.0,-5.1,-5.2,0.2,3.4,2.6,0.5,97.0,-0.1
COc1ccc(NC(=O)C(OC(=O)c2cnc(C)cn2)c2ccccc2)cc1Cl (configuration not stated),2.2,-7.4,-6.2,6.3,0.0,4.2,/,2.6,93.0,-0.3
CCOC(=O)c1ccc(NC(=O)c2cccc(S(=O)(=O)N3CCOCC3)c2)cc1,0.7,1.5,/,1.7,0.7,-7.3,-28.8,-2.4,98.0,-0.3
O=C(CN1C(=O)CCC1=O)Nc1nc(-c2ccccn2)cs1,-8.9,0.9,-6.9,-1.2,2.4,52.5*,8.1,0.4,99.0,-1.3
COc1ccc(C(=O)Nc2ccnn2C2CCN(C(=O)c3cccnc3)CC2)cc1,-4.9,5.0,-5.9,-3.8,-0.3,-1.3,/,-1.1,95.0,0.2
COc1ccc(-c2noc(CSc3nc4sc(C)c(C)c4c(=O)n3-c3ccccc3)n2)cc1OC,-5.6,-0.1,-6.5,-1.3,0.0,-4.5,9.9,-2.3,92.0,0.3
CCCc1nnc(NC(=O)c2ccc([N+](=O)[O-])cc2)s1,-7.3,0.8,-7.2,-5.6,0.1,-7.3,-8.6,-1.3,97.0,-0.6

# Next results follow:
SMILES,PDI inh,HTR2A ag,CaV13 ICDI inh,Granule exo inh,aDG glyco up,H9c2 protect,Vif imaging,Glyco luc inh,ABCB6 inh MLPCN,iPSC survival up
CCOC(=O)c1oc2ccccc2c1NC(=O)CCl,2.3,1.0,-5.1,1.2,0.8,-5.9,3.0,8.1,97.0,0.5
COc1cc(C(=O)Nc2ccc3c(c2)OCCO3)ccc1OC(F)F,2.9,5.5,-4.9,-3.1,0.2,-11.5,7.2,-3.1,106.0,-1.1
CN(C)C(CNC(=O)c1ccc(S(=O)(=O)Nc2cccc(C(F)(F)F)c2)cc1)c1ccco1 (configuration not stated),6.8,-7.8,-6.3,-2.6,-0.1,-7.2,2.4,-2.1,98.0,-0.4
O=C(COc1ccccc1)N1CCN=C1SCc1ccc(F)cc1,-6.2,4.1,-4.9,2.8,0.0,-0.9,3.4,1.5,98.0,1.3
CCOc1ccc(-n2c(N)c(C(=O)NCc3cccnc3)sc2=S)cc1,2.7,-5.7,-5.0,-1.1,0.0,2.2,14.2,-0.6,101.0,1.1
COc1ccc(OCC(=O)Nc2cc(-c3nn(C)c(=O)c4ccccc34)ccc2OC)cc1,-9.2,4.0,-4.3,-1.0,1.4,-13.9,2.2,-1.9,92.0,-0.8
Cc1ccc(NC(=O)C2CCN(S(=O)(=O)c3ccc(C(C)(C)C)cc3)CC2)cc1S(=O)(=O)N1CCOCC1,-0.9,-2.9,-2.1,7.6,0.3,-6.9,-2.6,-4.7,94.0,-0.5
CCn1c(C)nc2cc(OC)ccc21,13.2,-1.2,-5.1,-1.1,-0.3,4.9,0.7,1.3,106.0,-0.3
Cc1cccn2cc(CNS(=O)(=O)c3cccc(F)c3)nc12,/,9.2,-0.1,-1.7,-0.1,2.4,14.9,0.2,95.0,-2.0
O=C(NCCn1ccc2ccccc21)c1ccc2c(c1)OCO2,/,-3.0,-6.5,-0.5,2.5,-8.1,/,-7.3,100.0,0.4
NCc1csc(Nc2cc(Oc3ccccc3)ncn2)n1,-3.8,-5.3,-4.8,-3.6,0.0,10.2,9.7,-1.3,92.0,2.1
CCC1CCCCN1CCCNC(=O)c1ccc2c(c1)NC(=O)CN2C (configuration not stated),0.7,-2.3,-5.3,-1.7,-0.6,-5.1,9.9,0.5,98.0,2.7
CCC(C)NC(=O)Cn1c(-c2ccccc2)cc(C(C)=O)c1C (configuration not stated),-0.7,-4.4,-0.5,-0.4,0.0,3.6,3.6,2.3,151.0,0.1
OCC1(CCOc2ccccc2)CCN(Cc2ccc3c(c2)OCCO3)CC1,8.2,-3.4,-5.2,-2.6,0.0,6.1,7.3,2.5,98.0,0.0
Cc1nn(-c2cc(Cl)ccc2N)c(=O)c2ccccc12,5.0,3.5,-8.5,-2.4,0.0,0.2,-3.0,0.5,107.0,-0.9
CC1CCN(C(=O)COC(=O)COc2ccccc2C#N)CC1,-9.8,10.4,-16.1,13.9,0.3,7.2,-2.3,0.2,94.0,-0.3
CC1(C(=O)NS(=O)(=O)c2cccs2)CCN1C(=O)C1CCCCC1 (configuration not stated),-3.5,-2.2,-6.2,1.4,1.0,3.8,18.1,-1.1,99.0,1.3
CCn1c(=S)[nH]c2cc(Cl)ccc21,1.9,4.7,-4.3,-2.5,0.0,2.1,2.1,12.8,93.0,-0.2
CCCCCCCNC(=O)C1(CC2CC(c3ccccc3)=NO2)CCN(C(=O)c2ccccc2)CC1 (configuration not stated),-3.2,-6.2,-10.0,-0.7,0.3,10.7,-9.0,-0.7,100.0,8.1
COc1ccccc1NC(=O)CN1CCN(c2ccc(F)cc2)CC1,-23.0,-0.3,-2.7,-0.2,0.1,-1.3,7.3,2.1,100.0,0.1
COc1cc(/C=N/Nc2ccc(Cl)c(C(=O)O)c2)ccc1OCC(=O)N1C(C)CCCC1C (configuration not stated),-3.7,2.4,/,-11.3,-0.1,-4.3,0.7,-0.2,92.0,1.1
COC(=O)c1ccc(COC(=O)CCS(=O)(=O)c2ccc(C)cc2)cc1,5.1,-0.2,-5.0,-0.3,0.3,4.9,1.6,-0.9,104.0,1.8
COc1cc(OC)c(OC)cc1/C=N/Nc1nc2ccccc2[nH]1,4.7,-10.1,-6.1,18.3,0.0,7.4,-1.4,-1.5,98.0,-0.5
CC(=O)N(c1cccc(C(F)(F)F)c1)c1nc(/C=C/C(=O)O)cs1,2.6,2.8,1.7,0.4,-0.2,0.7,13.8,2.4,96.0,-0.1
CS(=O)(=O)N1CCC(C(=O)Nc2ccc(C(N)=O)cc2)CC1,-3.7,8.6,-1.7,3.2,0.1,6.8,4.1,1.0,98.0,-0.3

# Remaining list, next part:
SMILES,PDI inh,HTR2A ag,CaV13 ICDI inh,Granule exo inh,aDG glyco up,H9c2 protect,Vif imaging,Glyco luc inh,ABCB6 inh MLPCN,iPSC survival up
CCCCn1nc(C(=O)Nc2ccc(-n3cnnn3)cc2)c2ccccc2c1=O,0.4,1.9,-5.7,4.5,-0.2,48.6,10.0,-6.9,92.0,-0.3
CC(=O)c1cccc(NC(=O)C(C)OC(=O)c2ccc(-n3cnnn3)cc2)c1 (configuration not stated),10.8,-8.4,-4.4,-7.3,0.2,-2.4,-0.6,1.1,94.0,-0.5
CCCc1cc(=O)n2[nH]c(-c3ccc(C)cc3)cc2n1,14.6,-1.1,-0.2,-8.5,-0.2,-3.6,4.1,-0.8,103.0,3.1
COc1cc(OC)cc(C(=O)NC(=S)Nc2cc3oc4ccccc4c3cc2OC)c1,3.1,-1.2,4.8,0.8,-0.3,21.0,-9.2,-0.5,87.0,3.4
O=C(Nc1ncccn1)c1cccs1,-4.4,-2.0,-3.8,-1.8,0.2,-1.3,42.5,0.1,99.0,2.1
Cc1nnc(NC(=O)c2c(-c3ccccc3)noc2C)s1,-1.9,2.0,-7.3,-1.8,0.1,-6.3,0.6,0.1,106.0,-2.1
CCn1cc([N+](=O)[O-])c(C(=O)N2CCCc3ccccc32)n1,-1.7,0.0,/,-1.0,-0.2,-0.2,24.6,1.2,102.0,-0.6
COc1ccc(C2C(C#N)=C(N)Oc3n[nH]c(-c4ccccn4)c32)c(OC)c1OC (configuration not stated),6.3,-1.7,/,2.5,1.5,-7.9,-4.8,2.9,106.0,-3.0
O=C(COc1ccccc1)N=C1SC2CS(=O)(=O)CC2N1c1ccccc1 (configuration not stated),-6.5,2.5,-3.0,-0.6,-0.3,-2.4,?,1.5,102.0,0.2
